From PubChem BioAssay
MITF primary: blocks human microphthalmia-associated transcription factor | O75030 | AlphaScreen MITF homodimerization, bead proximity signal | inhibition, % at 2.6 µM | hit rate 0.91% among 650,000 | AID 1259374; in the data active means inhibition above about 50%;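 further: 0% = vehicle wells with protein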
GPR151 ag: human GPR151 activation. hit rate 1% among 650,000. Q8TDV0. PathHunter beta-arrestin GPR151 cells, luminescence. activation, % at 11.2 µM; in the data active means activation above about 4.9%;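 further: 0% = median of compound wells and 100% = cells with positive control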
Target sequence (Q8TDV0 whole entry, looked up): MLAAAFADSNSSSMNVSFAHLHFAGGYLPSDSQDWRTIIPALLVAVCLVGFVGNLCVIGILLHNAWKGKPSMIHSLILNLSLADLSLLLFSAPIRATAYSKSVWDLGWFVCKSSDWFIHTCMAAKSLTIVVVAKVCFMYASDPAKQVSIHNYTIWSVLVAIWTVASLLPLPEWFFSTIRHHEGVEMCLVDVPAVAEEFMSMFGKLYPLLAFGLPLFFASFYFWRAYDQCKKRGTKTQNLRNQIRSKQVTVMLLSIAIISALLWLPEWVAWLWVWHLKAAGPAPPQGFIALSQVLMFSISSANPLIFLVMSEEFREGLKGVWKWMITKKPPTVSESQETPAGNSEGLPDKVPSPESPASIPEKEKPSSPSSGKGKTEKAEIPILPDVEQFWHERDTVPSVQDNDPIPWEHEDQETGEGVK
TEAD-YAP inh: TEAD-YAP interaction inhibition; HEK-TIYL cells, TEAD-Gal4/YAP UAS-luciferase luminescence; inhibition, % at 9.12 µM; hit rate 1.4% among 640,000; AID 1259422; in the data active means inhibition above about 32%;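 further: 0% = median of test compound wells and 100% = reference inhibitor wells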
FBW7 activator: human FBW7 E3 ligase activation, primary screen | Q969H0 | AlphaScreen FBW7–phospho-cyclin E peptide binding, activator screen | normalized activity (activation), % at 26.1 µM | hit rate 0.13% among 650,000; in the data active means normalized activity above about 1.9%;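 further: purified mutant Fbw7 with reduced substrate affinity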
Target sequence (Q969H0 whole entry, looked up): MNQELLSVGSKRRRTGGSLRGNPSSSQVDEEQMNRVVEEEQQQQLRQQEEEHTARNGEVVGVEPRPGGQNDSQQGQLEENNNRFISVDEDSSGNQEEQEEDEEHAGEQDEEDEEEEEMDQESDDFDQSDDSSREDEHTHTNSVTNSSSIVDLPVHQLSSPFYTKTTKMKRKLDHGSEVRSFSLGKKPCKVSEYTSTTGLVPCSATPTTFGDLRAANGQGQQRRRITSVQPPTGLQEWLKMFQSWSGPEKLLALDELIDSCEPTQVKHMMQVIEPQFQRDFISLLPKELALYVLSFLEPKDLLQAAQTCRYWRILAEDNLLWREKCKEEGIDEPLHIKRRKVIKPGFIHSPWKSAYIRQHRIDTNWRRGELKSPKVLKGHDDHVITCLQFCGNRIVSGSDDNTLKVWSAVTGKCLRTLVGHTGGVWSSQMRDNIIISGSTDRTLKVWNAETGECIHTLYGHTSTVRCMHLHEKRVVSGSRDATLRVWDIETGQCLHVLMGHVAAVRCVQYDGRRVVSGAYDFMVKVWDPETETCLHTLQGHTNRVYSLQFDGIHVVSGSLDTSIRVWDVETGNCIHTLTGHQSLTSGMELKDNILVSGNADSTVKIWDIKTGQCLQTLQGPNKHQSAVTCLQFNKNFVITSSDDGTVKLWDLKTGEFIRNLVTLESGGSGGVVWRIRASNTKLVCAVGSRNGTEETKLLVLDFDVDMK
An asterisk follows results filed as active. Outcome played no part in choosing rows; about 3.4% have a hit in one of these screens.

Start of the listing, in advance, 11 compounds:
SMILES | MITF primary | GPR151 ag | TEAD-YAP inh | FBW7 activator
Cc1ccc(OCc2cc(C(=O)NCCCCCN3CCOCC3)no2)cn1 | -11 | -1.6 | 2 | 0.4
CCO/N=C(/C1C(=O)c2ccccc2C1=O)C(C)(C)C | 4 | 2.7 | -1 | 0.8
COc1cc(CN2CCN(CC3CC=CCC3)CC2)cc(OC)c1O (stereo not given) | 4 | 1.6 | -2 | -0.1
Cc1ccc(-n2nc3c(c2NC(=O)c2ccccc2C(F)(F)F)CS(=O)(=O)C3)cc1 | -6 | 0.0 | -4 | -0.2
CCCCC(C(=O)Nc1ccc(C(=O)OCC)cc1)N1C(=O)c2ccccc2C1=O (stereo not given) | -21 | 3.9 | 8 | -0.1
Cc1ccc(S(=O)(=O)NCC(=O)NCC(=O)N/N=C/c2cccc([N+](=O)[O-])c2)cc1 | -14 | 0.1 | 9 | 0.1
CC1(C(=O)NNC(=S)NCc2ccco2)CC1(Cl)Cl (stereo not given) | 11 | 5.3* | 3 | 0.1
Cc1ccc(NC(=O)/C(C#N)=C/c2ccccc2)c(C)c1 | -6 | -0.4 | -12 | -0.1
Nc1nc(Nc2ccccc2)cc(N2CCN(Cc3ccc4c(c3)OCO4)CC2)n1 | -3 | 3.4 | 3 | -0.2
CCOc1ccc2c(c1)O/C(=C\c1ccc(OC(=O)N3CCOCC3)cc1)C2=O | -6 | 0.0 | 2 | -0.1
COc1cc(-c2nc3ccccc3c(=O)n2NC(=O)c2ccc(F)cc2Cl)cc(OC)c1OC | -4 | 2.3 | -4 | 0.1

The listing, previewed entries included:
SMILES | MITF primary | GPR151 ag | TEAD-YAP inh | FBW7 activator
Cc1ccc(OCc2cc(C(=O)NCCCCCN3CCOCC3)no2)cn1 | -11 | -1.6 | 2 | 0.4
CCO/N=C(/C1C(=O)c2ccccc2C1=O)C(C)(C)C | 4 | 2.7 | -1 | 0.8
COc1cc(CN2CCN(CC3CC=CCC3)CC2)cc(OC)c1O (stereo not given) | 4 | 1.6 | -2 | -0.1
Cc1ccc(-n2nc3c(c2NC(=O)c2ccccc2C(F)(F)F)CS(=O)(=O)C3)cc1 | -6 | 0.0 | -4 | -0.2
CCCCC(C(=O)Nc1ccc(C(=O)OCC)cc1)N1C(=O)c2ccccc2C1=O (stereo not given) | -21 | 3.9 | 8 | -0.1
Cc1ccc(S(=O)(=O)NCC(=O)NCC(=O)N/N=C/c2cccc([N+](=O)[O-])c2)cc1 | -14 | 0.1 | 9 | 0.1
CC1(C(=O)NNC(=S)NCc2ccco2)CC1(Cl)Cl (stereo not given) | 11 | 5.3* | 3 | 0.1
Cc1ccc(NC(=O)/C(C#N)=C/c2ccccc2)c(C)c1 | -6 | -0.4 | -12 | -0.1
Nc1nc(Nc2ccccc2)cc(N2CCN(Cc3ccc4c(c3)OCO4)CC2)n1 | -3 | 3.4 | 3 | -0.2
CCOc1ccc2c(c1)O/C(=C\c1ccc(OC(=O)N3CCOCC3)cc1)C2=O | -6 | 0.0 | 2 | -0.1
COc1cc(-c2nc3ccccc3c(=O)n2NC(=O)c2ccc(F)cc2Cl)cc(OC)c1OC | -4 | 2.3 | -4 | 0.1
C=CCSc1nnc2c(n1)OC(c1ccccc1OC(C)=O)N(C(C)=O)c1ccccc1-2 (stereo not given) | 17 | -1.4 | 2 | 0.3
Cc1cc(=O)oc2cc(OCC(=O)NNC(=O)NC3CCCCC3)ccc12 | -1 | -0.3 | -5 | 0.8
CCOc1ccccc1C(=O)N[C@H](C(=O)OCC(=O)c1c[nH]c2ccccc12)C(C)C | -2 | 0.4 | -2 | 0.0
CCCOC(=O)C1=C(C)NC2=C(C(=O)CC(c3cccs3)C2)C1c1coc2ccc(C)cc2c1=O (stereo not given) | 5 | -0.2 | -1 | 0.0
CC1=NN(c2ccc(F)cc2)C(=O)/C1=C\c1c(O)n(-c2cccc(Cl)c2)c(=O)[nH]c1=O | 12 | -0.1 | 11 | -0.2
CCCCNC(=O)c1cc2c(=O)n(C)c3cc(Cl)ccc3c2s1 | -5 | -0.3 | -6 | -0.1
CCCOc1cccc(C(=O)Nc2ccc(O)cc2C(=O)O)c1 | 10 | -1.1 | 16 | 0.5
O=C(Nc1ccc(F)c(F)c1)c1cccs1 | -9 | 0.2 | -24 | -0.1
O=C(CC(NCc1ccccc1)C(=O)O)Nc1cccc(Cl)c1Cl (stereo not given) | -29 | -2.0 | -3 | -0.1
Cc1cccnc1NC(=O)C12CCC(C)(C(=O)C1)C2(C)C (stereo not given) | -20 | -0.1 | 0 | -0.1
CCOC(=O)c1nn(-c2ccccc2)c(=O)c2c(NC(=O)c3cccc(OC)c3)scc12 | 0 | -0.9 | -1 | 0.2
O=C(Nc1nc(=S)ss1)c1ccc(Cl)cc1 | 3 | 1.0 | -17 | 0.0
CCC(NC(=O)c1cc(COc2c(F)cccc2F)on1)c1ccncc1 (stereo not given) | -9 | 1.2 | -12 | 0.0
CC1CCN(C(=O)/C(=C\c2cccc([N+](=O)[O-])c2)NC(=O)c2ccccc2)CC1 | 2 | -0.9 | -2 | 0.0
NC(=O)CSc1nnc(-c2cnccn2)n1-c1ccccc1 | 5 | -1.6 | -15 | 0.3
NC(=O)CSc1nnc(NC(=O)c2ccccc2C(F)(F)F)s1 | -12 | 1.4 | 4 | -0.1
CCOc1ccccc1C(=O)NCC(=O)Nc1ccc(C)c(S(=O)(=O)N(C)C)c1 | -4 | 0.3 | 7 | -0.1
C[C@@H]1CN(C(=O)c2nc3ccc(Cl)cn3c2CNCCc2ccc(O)cc2)C[C@H](C)O1 | -11 | -0.4 | 5 | 0.0
CCOC(=O)C1CCN(C(=O)c2cnn(-c3ccccc3)c2NC(=O)c2ccccc2C)CC1 | -7 | -0.3 | 8 | -0.1
Cc1cccc(C)c1-n1c(SCC(=O)NC2CCCCC2)nc2c(sc(=S)n2CCc2ccccc2)c1=O | -9 | 0.3 | -1 | -0.1
Cc1cccc(NC(=O)C(NS(=O)(=O)c2ccc3c(c2)oc(=O)n3C)C(C)C)c1 (stereo not given) | 4 | -0.1 | -1 | 0.0
COCCNC(=S)NC(=O)c1cccc(C)c1 | 27 | -0.8 | -9 | 0.8
COc1ccc(N2C(=O)/C(=C/c3cccnc3)NC2=S)cc1 | 4 | -0.6 | -2 | 0.1
Cc1ccc(S(=O)(=O)Nc2ccc(-n3c(C)nc4ccccc4c3=O)cc2C)cc1 | 4 | -0.3 | -1 | 0.2
CC(=O)N(c1ccc2oc(=O)sc2c1)S(=O)(=O)c1ccc(C)cc1C | 8 | 0.6 | 15 | -0.1
COC(=O)C1=CN(Cc2ccc(F)cc2)C=C(C(=O)OC)C1c1ccc(C(F)(F)F)cc1 | -4 | 1.6 | 4 | 0.5
Cc1sc2ncnc(Nc3ccc(F)cc3Cl)c2c1C | 2 | 0.7 | 1 | 0.2
CCS(=O)(=O)N1CCC2(CC1)OCCN2S(=O)(=O)c1c(C)cc(C)cc1C | 9 | -0.9 | 5 | 0.0
CCOc1cc2[nH]c(=S)n(C3CC3)c(=O)c2cc1OCC | -6 | -0.1 | 2 | -0.1
COCCCNC(=O)CSc1nc2ccccc2c2nc(C)nn12 | -13 | 1.4 | -6 | 0.2
COc1cc(CN2CCN(c3ccc(F)cc3)CC2)c([N+](=O)[O-])cc1OC | 12 | -1.2 | -21 | -0.1
CC(=O)N(Cc1cccnc1)Cc1cc2cc3c(cc2nc1Cl)OCO3 | -1 | 0.2 | -2 | -0.1
CC(C)C(=O)Nc1nnc(SCC(=O)N2c3ccccc3CC2C)s1 (stereo not given) | -2 | 2.0 | -6 | -0.4
O=C(Nc1ccc2c(c1)OCO2)c1ccc(S(=O)(=O)NCc2cccs2)cc1 | 5 | 0.2 | 10 | 0.0
Cc1ccc2occ(CN3CCC4(CC3)NC(=O)c3cccnc3N4C)c(=O)c2c1 | 20 | -0.2 | 14 | 0.2
O=C(NCc1ccncc1)C(=O)NCc1ccc(Cl)cc1 | 7 | 2.0 | 8 | -0.1
CCc1nc2sccn2c(=O)c1C(=O)N(C)C(C)C | 4 | -0.7 | -5 | -0.1
O=C(Cc1cn(-c2ccc(NC3CCN(Cc4ccccc4)CC3)nn2)c2ccccc12)NC1CCN(Cc2ccccc2)CC1 | -1 | 0.3 | -8 | 0.2
COc1ccccc1OCc1nc2ccccc2n1Cc1ccc(C)cc1 | 13 | -1.2 | -15 | -0.2
CC1CCCN(C(=O)c2cc(-c3ccco3)[nH]n2)C1 (stereo not given) | 0 | 1.8 | -43 | 0.2
CCOc1cc(OCC)nc(/C=C/c2ccc([N+](=O)[O-])o2)n1 | 2 | -0.9 | 4 | 0.1
COc1ccc(OC)c(-c2cccc(OC3CCNCC3)c2)c1 | -2 | -0.6 | 0 | -0.3
O=C(Cc1ccc(Cl)cc1)NNC(=O)c1cc(Cl)ccc1O | 0 | 0.3 | -4 | -0.3
Cc1nn(-c2cc(N3CCCC3)ccc2[N+](=O)[O-])c(=O)c2ccccc12 | 7 | 1.9 | -11 | -0.1
CC1CCN(CCCN(Cc2ccco2)C(=S)Nc2ccc(Cl)cc2)CC1 | 1 | 1.7 | 3 | -0.1
Cc1ccc2c(c1)cc(C)c1nn(Cc3ccccn3)c(=O)n12 | 8 | 3.1 | 8 | 0.1
Cc1cc(C)c(O)c(N=Cc2cc([N+](=O)[O-])ccc2O)c1 | -13 | -1.0 | 6 | 0.0
CC1CCC/C(=C/Nc2ccc(C(=O)O)cc2)C1=O (stereo not given) | -13 | -0.9 | 30 | 0.1
O=C(c1ccc([N+](=O)[O-])cc1)N1CCC(C(=O)N2CCN(c3ccccc3)CC2)CC1 | 10 | 11* | 1 | -0.1
Continued.
SMILES | MITF primary | GPR151 ag | TEAD-YAP inh | FBW7 activator
CC(=O)C1=C(O)C(=O)N(CCO)C1c1ccccc1[N+](=O)[O-] (stereo not given) | -1 | 2.7 | 2 | -0.3
CCN1CCN(c2nc3c(c(=O)n(C)c(=O)n3C)n2CCc2ccccc2)CC1 | 7 | 0.1 | 3 | -0.1
O=S(=O)(c1ccc(Cl)cc1)N1CCN(Cc2cc(Br)ccc2O)CC1 | 16 | -1.0 | 11 | -0.1
C=CCOc1ccccc1CNCc1ccc(F)cc1 | 0 | 0.1 | 3 | 0.0
Cc1ccc2c(c1)CN(CCC(=O)NCc1cccc(F)c1F)CC(C)O2 (stereo not given) | -6 | 0.8 | -3 | 0.3
CC(NS(=O)(=O)c1cc(Cl)ccc1Cl)C(=O)NCc1ccccc1Cl (stereo not given) | 5 | -2.3 | -5 | 0.0
CCCc1[nH]nc2c1C(c1ccc(OC(=O)c3cccs3)c(OC)c1)C(C#N)=C(N)O2 (stereo not given) | -5 | -0.8 | -3 | -0.2
COc1ccc(-c2ccc(Nc3nccc(-c4ccc(S(C)(=O)=O)cc4)n3)nc2)cc1 | 8 | 2.4 | 3 | 0.3
CCOC(=O)C1=C(c2ccccc2)N=c2s/c(=C\c3cc4c(cc3Br)OCO4)c(=O)n2C1c1ccccc1OC (stereo not given) | 5 | -0.8 | 6 | -0.1
Cc1cccc(-n2c(SCC(=O)Nc3nccs3)nnc2-c2ccoc2C)c1 | 1 | 0.8 | 2 | -0.1
COc1ccc2c(C)nc(N3CCC(NCc4ccccc4F)CC3)nc2c1 | 18 | -0.1 | 7 | -0.1
CN1C(C(=O)c2ccccc2)=C(OC(=O)Cc2ccccc2)c2ccccc2S1(=O)=O | 8 | 1.9 | 5 | 0.1
COCC(=O)N1CCCc2ccc(NC(=O)Nc3cccc(C)c3)cc21 | -7 | 0.2 | -1 | 0.3
Cc1ccc(C2CC(C(F)(F)F)n3nc(C(=O)Nc4cccc(Cl)c4C)cc3N2)cc1 (stereo not given) | 7 | -0.2 | -21 | 0.1
O=C(NC(=S)Nc1ccc(N2CCOCC2)c(Cl)c1)c1cccs1 | 2 | 1.2 | -18 | -0.3
O=S(=O)(c1ccccc1)N1CCC2(CC1)OCCN2S(=O)(=O)c1ccccc1 | 21 | -0.8 | -2 | 0.1
C=CCNC(=O)CCCOc1cccc(C)c1 | -5 | -0.6 | -11 | -0.1
CC(C)=CCN1CCN(Cc2ccnc3ccccc23)CC1CCO (stereo not given) | 4 | -2.8 | 9 | 0.1
N#CC1=C(N)Oc2n[nH]c(-c3ccccc3)c2C1c1cc(Br)ccc1F (stereo not given) | -3 | 0.4 | -8 | -0.1
Cc1ccc2c(c1)-c1c(cnn1CC(=O)Nc1cccc(Cl)c1)CO2 | 6 | 0.2 | 7 | 0.3
CC(C)n1c(-c2ccc(N3CCN(C)CC3)cc2)nc2c(NCCc3ccc(O)cc3)ncnc21 | 8 | 1.2 | -4 | -0.1
Cc1nc(NCc2cccnc2)c2c3c(sc2n1)CCCC3 | 2 | -0.3 | -20 | -0.2
Cc1ccc(N2C(=O)c3cc(N4CCC(C)CC4)c([N+](=O)[O-])cc3C2=O)cc1 | 6 | -0.1 | 10 | 0.1
CC(C)C(=O)N1CCC2(CC1)CC(=O)c1ccccc1O2 | 15 | -1.0 | -1 | 0.1
CCCCOc1ccc(C(=O)N2c3ccccc3N3C(c4c(C)c(Cl)c(C)c(Cl)c4C)=NON23)cc1 | 0 | -0.8 | 5 | 0.7
Cc1sc2nc(SCCCN3C(=O)c4cccc5cccc(c45)C3=O)nc(N)c2c1C | -10 | 1.5 | 4 | 0.0
CCCC1=C(C(=O)OCC)C(c2cc(OC)c(OC)c(OC)c2)C(C#N)=C(N)O1 (stereo not given) | -1 | 1.0 | -1 | 0.3
CO[C@H]1[C@H](NC(=O)c2ccco2)c2ccccc2C12CCN(Cc1ccccc1F)CC2 | -9 | -1.0 | 10 | -0.1
COc1ccc(-c2cc(C(F)(F)F)n3nc(C(=O)NCc4ccco4)cc3n2)cc1 | -3 | -0.4 | 8 | -0.2
